Compound activity deposited in PubChem by several laboratories.
RGS4 inh = RGS4 inhibitors, primary screen, cell-based, HEK293 M3R inducible RGS4, calcium flux | B-score at 10 µM | Regulator of G-protein signaling 4 (Homo sapiens), P49798 | hit rate 0.45% among 310,000 | Fluo-4 calcium flux; active compounds read high; triggered by carbachol at its EC20 | AID 463165, 2010;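 active means B-score, a plate-corrected calcium signal, over three deviations above library mean, with baseline fluorescence within five deviations of library mean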;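 further: RGS4 expression induced by doxycycline in cells with stable M3 receptor; B-score is computed from the integrated fluorescence ratio over baseline after carbachol; higher B-score means a larger calcium signal and so more RGS4 inhibition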
KCNQ1 pot = potentiators or activators of KCNQ1 channel, primary screen, cell-based, thallium flux, high-throughput. Potassium voltage-gated channel subfamily KQT member 1 (Homo sapiens), P51787. CHO-K1 KCNQ1, thallium flux FluxOR fluorescence; active compounds read high. B-score at 10 µM. hit rate 0.35% among 310,000. AID 2648, 2010;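 active means fluorescence ratio B-score, a plate-corrected score, at least three library SD, with initial intensity B-score within 5 SD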
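assay system = CHO-K1 cells stably expressing KCNQ1 | medium = assay buffer, equal DMSO in all wells | timing = 37 °C overnight plating, 90-min dark dye load, 20-min compound pretreatment | measured by = kinetic FluxOR thallium fluorescence, 10-s 1-Hz baseline, 110-s post-stimulus read | measure = fluorescence change relative to baseline, converted to B score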
SKKanGAS inh = S. pyogenes SKKanGAS growth inhibitors in kanamycin, primary screen, streptokinase expression inhibitor project, SKKanGAS strain, BacTiter-Glo luminescence | inhibition, % at 7.5 µM | hit rate 1.3% among 300,000 | 6 h;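 active means mean replicate score, as percent of positive control median, at least 50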;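 further: strain carries kanamycin resistance gene driven by streptokinase promoter and grows in 40 µg/ml kanamycin; loss of luminescence reflects streptokinase promoter inhibition or plain growth inhibition; 0% = median of DMSO wells and 100% = positive control at its reference dose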
TMEM16A inh = TMEM16A chloride channel inhibitors, primary screen, cell-based, HTS; Anoctamin-1 (Mus musculus), Q8BHY3; HEK293 TMEM16A/YFP iodide influx fluorescence, ionomycin; normalized B-score (activity score, 25-100; higher = stronger inhibition) at 10 µM; hit rate 1.2% among 310,000; AID 588511, 2011;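 active means ratio plate-corrected score three or more library SD toward inhibition, starting fluorescence score within five deviations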;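 further: score derived from kinetic fluorescence span divided by baseline fluorescence per well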
Target sequence (Q8BHY3 whole entry, looked up): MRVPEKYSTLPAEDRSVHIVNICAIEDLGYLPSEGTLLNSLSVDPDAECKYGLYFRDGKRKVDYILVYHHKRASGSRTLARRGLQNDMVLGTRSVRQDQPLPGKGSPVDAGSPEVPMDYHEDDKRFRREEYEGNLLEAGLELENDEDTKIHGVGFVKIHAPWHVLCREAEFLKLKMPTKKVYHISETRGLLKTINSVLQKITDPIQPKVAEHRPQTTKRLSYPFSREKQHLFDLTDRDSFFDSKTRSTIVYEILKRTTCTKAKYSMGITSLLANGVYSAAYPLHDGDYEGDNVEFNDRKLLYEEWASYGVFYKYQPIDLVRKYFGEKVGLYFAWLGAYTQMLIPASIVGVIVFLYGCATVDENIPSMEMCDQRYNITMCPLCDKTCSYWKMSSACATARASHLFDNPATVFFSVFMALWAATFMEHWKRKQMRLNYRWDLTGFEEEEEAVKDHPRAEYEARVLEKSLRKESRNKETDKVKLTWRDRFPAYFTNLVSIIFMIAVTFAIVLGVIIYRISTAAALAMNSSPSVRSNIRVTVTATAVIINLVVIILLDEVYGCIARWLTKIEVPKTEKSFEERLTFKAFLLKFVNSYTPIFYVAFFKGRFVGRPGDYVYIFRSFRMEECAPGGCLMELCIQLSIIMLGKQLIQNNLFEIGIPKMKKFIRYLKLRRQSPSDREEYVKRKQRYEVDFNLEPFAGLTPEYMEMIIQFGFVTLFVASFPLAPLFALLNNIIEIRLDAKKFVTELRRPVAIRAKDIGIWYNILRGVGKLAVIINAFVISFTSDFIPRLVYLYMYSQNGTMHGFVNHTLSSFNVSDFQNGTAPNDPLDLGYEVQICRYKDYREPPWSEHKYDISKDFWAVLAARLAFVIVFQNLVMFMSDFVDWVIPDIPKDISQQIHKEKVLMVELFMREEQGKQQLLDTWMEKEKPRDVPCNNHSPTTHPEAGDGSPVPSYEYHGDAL
KCNK9 inh = KCNK9 potassium channel inhibitors, primary screen, HEK293 cells, thallium flux; Potassium channel subfamily K member 9 (Homo sapiens), Q9NPC2; FluxOR thallium flux fluorescence; active compounds read low; B-score at 10 µM; hit rate 1.2% among 310,000;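 active means ratio B-score over 3 SD below the library mean, with starting fluorescence within 5 SD of its mean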;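 further: negative B-score means less thallium flux so channel inhibition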
KCNQ1 block = inhibitors of human KCNQ1 channel, primary screen, cell-based, thallium flux, high-throughput. CHO-K1 KCNQ1, FluxOR thallium flux fluorescence; active compounds read high. B-score at 10 µM. hit rate 1.3% among 310,000;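 active means compounds whose thallium flux B-score, printed positive for inhibition, exceeds three library SD while starting fluorescence stays within three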;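 further: channel opened by potassium depolarization with thallium stimulus after 20 min compound exposure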
ANO1 activ = TMEM16A chloride channel activators or potentiators, primary screen, cell-based, HTS; Anoctamin-1 (Mus musculus), Q8BHY3; HEK293 TMEM16A/YFP-H148Q/I152L, iodide quench fluorescence; active compounds read low; hit rate 0.3% among 340,000; B-score at 10 µM; AID 623877, 2012;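 active means fluorescence-ratio B-score plate-corrected deviation score at least 3 library SD below zero, with starting fluorescence score within 5 deviations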;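 further: channel opened by trigger with iodide after compound preincubation; score built on the fluorescence ratio of max minus min over baseline; more negative score means more quench and so TMEM16A activation or potentiation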
RGS4 pot = RGS4 potentiators or activators, primary screen, cell-based, HEK293 M3R inducible RGS4, calcium flux | carbachol calcium flux Fluo4; active compounds read low | B-score at 10 µM | hit rate 0.92% among 310,000;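 active means B-score of the integrated calcium signal more than 4 SD below the library mean, with starting fluorescence not abnormally high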;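 further: negative B-score means reduced calcium response which marks RGS4 activation or potentiation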
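test system = M3R-expressing HEK293 line, RGS4 induced by doxycycline | probe or stimulus = carbachol at ECmax as muscarinic agonist stimulus | timing = dye loading 30 min 37 °C, buffer rest 30 min RT | signal = calcium dye Fluo4 fluorescence | evaluation = B score from integrated fluorescence ratio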
KCNK3 inh = human KCNK3 channel inhibitors, primary screen, CHO cells, FluxOR thallium flux, B-score | Potassium channel subfamily K member 3 (Homo sapiens), O14649 | FluxOR fluorescence; active compounds read low | B-score at 10 µM | hit rate 0.84% among 340,000 | AID 602410, 2012;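 active means B-score under library mean minus 4 SD, starting fluorescence ratio at most library mean plus 5 SD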;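 further: more negative B-score means stronger inhibition of thallium flux through KCNK3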
hERG rescue = hERG rescue from dofetilide block, primary screen, cell-based, CHO-hERG, FluxOR thallium flux, dofetilide IC70 | Voltage-gated inwardly rectifying potassium channel KCNH2 (Homo sapiens), Q12809 | hit rate 0.51% among 310,000 | AID 1511, 2009 | activation (rescue from dofetilide block), less the hit threshold, % at 10 µM | dofetilide IC70 present;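 active means activation above the mean of controls blocked by dofetilide plus 5 SD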;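 further: thallium influx through hERG after potassium depolarization seen as dye fluorescence rise; in these data hits start at about 4.7%; inactives centre near -7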
HDAC3 inhib = HDAC3 deacetylase inhibitors, primary screen, biochemical, fluorescence, cell-free homogeneous; Histone deacetylase 3 (Homo sapiens), O15379; recombinant HDAC3, fluorogenic peptide/trypsin coupled; inhibition, % at 8.3 µM; hit rate 0.15% among 320,000; AID 2718, 2010; in the data active means inhibition above about 26%, passing the limit was not always enough
The depositor's hits bear a star; i = inactive; / = not tested or not shown.

SMILES	RGS4 inh	KCNQ1 pot	SKKanGAS inh	TMEM16A inh	KCNK9 inh	KCNQ1 block	ANO1 activ	RGS4 pot	KCNK3 inh	hERG rescue	HDAC3 inhib
Nc1c(-c2cccc(Cl)c2)cnn1-c1cccc([N+](=O)[O-])c1	i	i	7	i	i	i	i	i	i	-8	-1
CCOC(=O)c1ccc(NC(=O)CCc2nnc3ccc(N4CCN(C)CC4)nn23)cc1	i	i	5	i	i	i	i	i	i	-4	-11
CC(C)(C)NC(=O)COC(=O)c1ccc(F)cc1Cl	i	i	-3	i	i	i	i	i	i	-5	3
O=C1CC(N2CCC(O)(c3ccc(Br)cc3)CC2)C(=O)N1c1ccc(Cl)cc1 (stereo not drawn)	i	i	-3	i	i	i	i	i	i	-4	-5
CC12CCC(=O)N1C(C(=O)Nc1ccc(Cl)c(Cl)c1)CS2 (stereo not drawn)	i	i	-1	i	i	i	i	i	i	-12	3
CCOC(=O)C1CCN(C(=O)CN2C(=O)CSc3ccc(S(=O)(=O)N4CCOCC4)cc32)CC1	i	i	-3	i	i	i	i	i	i	-5	1
CN(CCCC(=O)Nc1ccc(Br)cc1F)S(=O)(=O)c1ccccc1	i	i	5	i	i	i	i	i	i	-7	1
CCOC(=O)C1CCN(C(=O)CSCc2nc(-c3ccc(OCC)cc3)oc2C)CC1	i	i	-2	100*	i	i	i	i	i	-21	-6
Cc1nn(-c2ccccc2)c(Cl)c1/C=C1/C(=N)N2N=C(C(C)C)SC2=NC1=O	i	i	8	i	i	i	i	i	i	-10	5
O=C(Nc1ccccc1N1CCCCC1)c1ccc(N2C(=O)c3ccccc3C2=O)cc1	i	i	-1	i	i	i	i	i	i	-8	11
O=C(Nc1cc2c3c(c1)C1CCCC1CN3CC1CCCC21)c1ccccc1 (stereo not drawn)	i	i	9	i	-12*	9*	i	-9.8*	i	-10	-11
CCc1cccc(C)c1NC(=O)CSc1ncn[nH]1	i	i	1	i	i	i	i	i	i	-10	-14

Entries of single compounds, looked up by structure.
CC12CCC(=O)N1C(C(=O)Nc1ccc(Cl)c(Cl)c1)CS2 (stereo not drawn) is listed with RGS4 inh = i; KCNQ1 pot = i; SKKanGAS inh = -1; TMEM16A inh = i; KCNK9 inh = i; KCNQ1 block = i; ANO1 activ = i; RGS4 pot = i; KCNK3 inh = i; hERG rescue = -12; HDAC3 inhib = 3
CN(CCCC(=O)Nc1ccc(Br)cc1F)S(=O)(=O)c1ccccc1 is listed with RGS4 inh = i; KCNQ1 pot = i; SKKanGAS inh = 5; TMEM16A inh = i; KCNK9 inh = i; KCNQ1 block = i; ANO1 activ = i; RGS4 pot = i; KCNK3 inh = i; hERG rescue = -7; HDAC3 inhib = 1

Next part
SMILES	RGS4 inh	KCNQ1 pot	SKKanGAS inh	TMEM16A inh	KCNK9 inh	KCNQ1 block	ANO1 activ	RGS4 pot	KCNK3 inh	hERG rescue	HDAC3 inhib
CCOC(=O)CNC(=O)CSc1nnc(NC(=O)c2ccc(S(=O)(=O)N3CCOCC3)cc2)s1	i	i	18	i	i	i	i	i	i	-12	-3
COc1ccc(S(=O)(=O)NCc2ccccn2)cc1Br	i	i	2	i	i	i	i	i	i	-5	-3
CCc1ccc(C(=O)COC(=O)c2cc([N+](=O)[O-])ccc2NCCO)cc1	i	i	6	i	i	i	i	i	i	-4	2
CCOC(=O)CSc1cc(-c2ccccc2)nc2ncnn12	i	i	-14	i	i	i	i	i	i	-4	1
CC1CC(C)CN(CCCNS(=O)(=O)c2cc(Br)cc3c2N(C(=O)C2CC2)CC3)C1 (stereo not drawn)	i	i	-15	i	i	i	i	i	i	-8	-2
CC1CCCCN1CCNC(=O)c1cc2c(-c3ccccc3F)nn(C)c2s1 (stereo not drawn)	i	i	-6	i	i	i	i	i	i	-10	-42
Cc1ccc(C)c(OCCC(=O)NNC(=O)c2ccccc2F)c1	i	i	-1	i	i	i	i	i	i	-12	-2
CC(=O)[C@@]1(O)CC[C@H]2[C@@H]3C[C@H](C)C4=CC(=O)CC[C@]4(C)[C@H]3CC[C@@]21C	i	i	-1	i	i	i	i	i	i	-3	0
Cc1cccc(C(=O)N(Cc2nc3ccccc3c(=O)[nH]2)C2CCCC2)c1	i	i	0	i	i	i	i	i	i	-9	-4
COc1ccc2cc(C(C)C(=O)N3CCC(C)CC3)ccc2c1 (stereo not drawn)	i	i	0	i	i	i	i	i	i	-11	4
CCOC(=O)N1CCN(C(=O)C2CCCN(S(=O)(=O)c3cc(C)ccc3OC)C2)CC1 (stereo not drawn)	i	i	-13	i	i	i	i	i	i	-5	-2
COc1ccc(C(OC(=O)c2ccco2)C(=O)NC2CCCC2)cc1 (stereo not drawn)	i	i	14	i	i	i	i	i	i	-2	0
CCOC(=O)c1c(C)[nH]c(C(=O)COC(=O)CNC(=O)C2CCCCC2)c1C	i	i	3	i	i	i	i	i	i	-4	12
CCOc1ccccc1NS(=O)(=O)c1ccc2[nH]c(=O)ccc2c1	i	i	-2	i	i	i	i	i	i	-3	7
COc1cc2nc(N3CCN(c4cc(C)ccc4C)CC3)nc(N)c2cc1OC	i	i	-6	i	i	i	i	i	i	-4	2
CC(C)CCNC(=O)CCCOc1cc(=O)n(C)c2ccccc12	i	i	8	i	i	i	i	i	i	-7	-2
Cn1cc(C(=O)N/N=C/c2ccc([N+](=O)[O-])cc2)c2ccccc21	i	i	-1	i	i	i	i	i	i	-3	0
CCCC(=O)OC/C(O)=C(\C#N)c1nc2ccccc2[nH]1	i	i	-3	i	i	i	i	i	i	-11	5
CCCNC(=O)/C(=C/c1cn(S(=O)(=O)N(C)C)c2ccccc12)NC(=O)c1ccc(OC)cc1	i	i	-8	i	i	i	i	i	i	-8	14
CCC(C)(C)NC(=O)C1CCN(c2nc(C)cc(C)n2)CC1	i	i	-5	i	i	i	i	i	i	-7	3
COc1ccc(CNC(=O)C2CCCN(S(=O)(=O)c3ccc4c(c3)C(C)(C)C(=O)N4C)C2)cc1 (stereo not drawn)	i	i	4	i	i	i	i	i	i	-9	-4
CN(C(=O)c1ccc2c(c1)SC1=NS(=O)(=O)CCN12)C(c1ccccc1)c1ccccc1	i	i	0	i	i	i	i	i	i	-11	0
Cc1cc(C)cc(NC(=O)CCCN2C(=O)C(c3ccccc3)Oc3cccnc32)c1 (stereo not drawn)	i	i	10	i	i	i	i	i	i	-8	3
COC(=O)c1ccc(/C=C/C(=O)c2cccc(OC)c2)cc1	i	i	18	i	i	i	i	i	i	-13	6
COc1ccccc1OCCn1cc(C(=O)C(C)C)c2ccccc21	i	i	5	i	i	i	i	i	i	-8	6
Cc1nn(-c2nc(-c3ccco3)cc(C(F)(F)F)n2)c(C)c1Br	i	i	-3	25*	i	i	i	i	i	-11	0
C/C(=N\NC(=S)Nc1ccc(C(C)C)cc1)c1ccc2c(c1)OCO2	i	i	40	i	i	i	i	i	i	-8	4
On1c(-c2ccc(Cl)cc2)nc2ccccc21	i	i	5	i	i	i	i	i	i	-5	3
CC1(C)OC2C(CO)OC(n3cnc4c(=S)nc[nH]c43)C2O1 (stereo not drawn)	i	i	-16	i	i	i	i	i	i	-12	13
CCNS(=O)(=O)c1ccc(CCC(=O)NC2CCCC2)cc1	i	i	-2	i	i	i	i	i	i	-3	5
CCN(c1ccccc1)S(=O)(=O)c1cc2c3c(c1)CCN3C(=O)CC2	i	i	14	i	i	i	i	i	i	-8	3
CCOC(=O)Cn1ccc(-c2ccccc2)c(C#N)c1=O	i	i	3	i	i	i	i	i	i	-6	-1
Nc1ccc2c(c1)OCCOCCOCCOCCOCCO2	i	i	5	i	i	i	i	i	i	-3	0
CC(=O)Nc1ccc(S(=O)(=O)N2CCN(CC(=O)N3CCOCC3)CC2)cc1	i	i	1	i	i	i	i	i	i	-9	0
C=Cc1ccc(Cn2nc(-c3ccccc3)ccc2=O)cc1	i	i	6	i	i	i	i	i	i	-13	0
CCCCC(=O)Nc1cccc(C(=O)N/N=C/c2ccc(OC)cc2OC)c1	i	i	-8	i	i	i	i	i	i	-14	4
CN(Cc1ccccc1)C(=O)c1[nH]cnc1C(=O)N[C@@H](CCCCNC(=O)OC(C)(C)C)C(=O)OC(C)(C)C	i	i	-7	i	i	i	i	i	i	-10	15
Cc1cc(NC(=O)c2ccc3c(c2)C(=O)N(C(C)(C)C)C3=O)no1	i	i	-4	i	i	i	i	i	i	0	0
Nc1cc(-c2nn[nH]n2)ccc1F	i	i	-3	i	i	i	i	i	i	-9	-7
Cc1ccc(SCC(=O)Nc2cc(C)on2)cc1	i	i	9	i	i	i	i	i	i	-9	1
Cc1cccc(OCc2nc(C#N)c(NCCN(C)C)o2)c1	i	i	-3	i	i	i	i	i	i	-1	-1
Cc1cccc(C(=O)NCc2nnc(SCC(=O)NC3=NCCS3)n2C)c1	i	i	-3	i	i	i	i	i	i	-6	0
CC1=Nc2cc(C(=O)NCC3CCCO3)ccc2Sc2ccc(C)cc21 (stereo not drawn)	i	i	1	i	i	i	i	i	i	-13	0
FC(F)(F)COc1nc(OCC(F)(F)F)nc(N2CCN(c3ccccc3)CC2)n1	i	i	/	i	i	i	/	i	i	-4	9
COc1cccc(C2/C(=C(/O)c3ccc4c(c3)CC(C)O4)C(=O)C(=O)N2c2nnc(C)s2)c1 (stereo not drawn)	i	i	12	i	i	i	i	i	i	-9	18
Cc1ccc(S(=O)(=O)N2C=CC(C(F)(F)F)=NCC2)cc1	i	i	0	i	i	i	i	i	i	-3	6

Compounds as they come; 6.3% or so of the library scored in one or more.
